High-throughput results: PubChem, NCI
All columns: NCI-60 one-dose screen, growth in % after 48 h at 10 µM unless noted; 100 = growth as untreated, 0 = no growth, -100 = all killed.
COLO 205: COLO 205 colon cancer | actives 7.3% (n = 79,000) | AID 1794742
NCI-H226: NCI-H226 lung cancer; actives 3.5% (n = 79,000)
NCI-H322M: NCI-H322M lung cancer; actives 2.7% (n = 80,000); AID 1794733
HT29: HT29 colon cancer. actives 7.4% (n = 81,000). AID 1794748
HCT-116: HCT-116 colon cancer; actives 7.3% (n = 82,000)
KM12: KM12 colon cancer cells; actives 5% (n = 82,000)
SW-620: SW-620 colon cancer; actives 5.2% (n = 82,000)
NCI-H460: NCI-H460 lung cancer. AID 1794736. actives 6.8% (n = 82,000)
HCT-15: HCT-15 colon cancer; actives 5.2% (n = 82,000)
Starred values were filed as active, the others as inactive; . = no result given; & = joins results of further samples; [ ] = dose if it differs, or a comment. How the source made its calls: active means growth percent below 10; inactive means the rest. Hits appear at their usual frequency; any-hit rate near 11%.

SMILES	COLO 205	NCI-H226	NCI-H322M	HT29	HCT-116	KM12	SW-620	NCI-H460	HCT-15
Oc1c(Cl)cc(Cl)cc1/C=N/Nc1nnc(N/N=C/c2cc(Cl)cc(Cl)c2O)c2ccccc12	8.2*	-37*	21	24	10	6.3*	17	0.0*	21
N#Cc1c(-c2cccc(O)c2O)cc(-c2ccc3ccccc3c2)[nH]c1=O	84	68	73	98	35	20	.	42	53
CCO/C=C(\Sc1nc(-c2ccc(Cl)cc2Cl)c(C#N)c(=O)[nH]1)C(=O)c1ccc(Br)cc1	.	95	102	85	91	99	110	101	95
CC(=O)Oc1cccc(O)c1	113	110	108	106	100	105	110	121	102
Cc1ccccc1S(N)(=O)=O	125	97	92	107	103	110	107	104	100
CN(C)CCOc1cccc(NC2=C(Cl)C(=O)C(Nc3cccc(OCCN(C)C)c3)=C(Cl)C2=O)c1	-83*	-75*	.	-80*	-89*	34	-55*	55	-79*
COc1cc2cc(Oc3ccc(NC(=O)c4ccc(N5CCOCC5)c(C(F)(F)F)c4)cc3)c(C)nc2cc1OC	53	71	.	39	48	59	89	55	65
COc1ccc(CCN2CCC(CN(C)Cc3cnn(-c4ccccc4)c3)CC2)cc1	30	.	46	33	22	23	26	3.5*	26
COc1ccc(C)cc1NC(=O)ON=C1CCCCC1	116	99	122	108	107	112	106	105	101
Cc1ccc(S(=O)(=O)NN)cc1	151	104	104	94	97	109	105	112	82
N#CC1=C(/N=C(\N)NNc2ccccc2)Oc2c(ccc3ccccc23)C1c1ccccc1 (stereo not drawn)	111	72	95	104	93	91	92	99	92
CCn1cc(C(=O)N[C@H]2C(O)[C@@H](O)C(CO)O[C@H]2O)c(=O)c2ccc(C)nc21 (stereo partly drawn)	113	109	114	107	102	103	102	106	103
COc1ccc(-n2c(C)c(-c3ccccc3)c(-c3ccccc3)c2C)cc1	89	74	105	43	47	67	66	62	57
COc1cc2c(cc1OC)C1=NN(C(=O)Nc3c(C)cccc3C)C(c3ccc(F)cc3)C1C2 (stereo not drawn)	111	102	98	67	62	82	82	95	66
Oc1ccccc1CNC1CCCCC1	100	95	103	92	101	.	116	102	100
CCN1CCN(c2ccc(NC(=O)Nc3ccc4c(c3)CCN4c3ccnc(C(=O)NC)c3)cc2C(F)(F)F)CC1	102	96	101	61	93	42	105	101	40
CCCn1c(=O)[nH]c(N)c(C(c2cccc(OC)c2)c2c(N)[nH]c(=O)n(CCC)c2=O)c1=O	108	115	97	105	92	98	93	101	93
COc1ccc2c(c1)c(C#N)cc[n+]2C	108	101	105	104	86	107	109	104	99
Cc1ccc(C2C(C#N)=C(N)Oc3c2c(C)nn3-c2ccc(Cl)cc2)cc1 (stereo not drawn)	108	99	108	108	101	102	103	111	100
CC(C)(N)CNc1ccccc1	127	96	99	122	102	107	99	108	105
CCCCCS(=O)(=O)CCCCC	107	98	111	89	104	104	101	109	99
O=C1CSC(=NCC(=O)n2c(-c3ccccc3)nc3ccccc32)N1	116	90	102	114	99	100	102	103	98
Cc1ccc(NC(=O)c2ccc(N3CCN(CCO)CC3)cc2)cc1NC(=O)c1coc2nc(N)nc(N)c12	112	112	103	99	112	100	107	108	106
CCN(Cc1ccccc1)N=Nc1ccccc1	108	112	118	113	111	111	109	114	104
O=C(COc1cccc(/C=C2\COc3ccccc3C2=O)c1)c1ccccc1	102	69	95	41	3.7*	32	-82*	104	33
Cc1nc([P+](c2ccccc2)(c2ccccc2)c2ccccc2)co1	52	101	99	82	87	54	94	95	104
ClC(Cl)c1nc(-c2ccco2)n2nc(-c3ccccc3)cc2n1	-17*	98	-19*	0.8*	2.9*	-27*	8.3*	-22*	13
COC(=O)[C@]12CC[C@@H](C)[C@H](C)[C@@H]1C1=CC[C@@H]3[C@@]4(C)C/C(=N\O)[C@H](O)[C@@]5(C)COC(=C45)C[C@@]3(C)[C@]1(C)CC2	-92*	-77*	-77*	-93*	-85*	-81*	-64*	-76*	-93*
Nc1nc(-c2cc(Cl)cc(Cl)c2)cc(-c2cc(-c3cc(Cl)cc(Cl)c3)nc(N)n2)n1	119	103	104	104	100	106	101	106	104
CC(=O)NS(=O)(=O)c1ccc(NCCc2c(C)nc3scc(-c4ccccc4)n3c2=O)cc1	105	96	98	108	89	103	105	105	111
COc1nccc2cc3c(=O)n4c(cc5ccnc(OC)c54)c(=O)n3c12	109	.	93	103	98	102	113	113	103
Cc1nc2ccc(-n3c(-c4ccc(Cl)cc4)nc4ccccc4c3=O)cc2n1Cc1ccccc1	94	88	97	96	93	98	94	102	77
CCC1(c2ccccc2)C(=O)Nc2ccccc21 (stereo not drawn)	114	101	118	97	104	105	107	107	96
COc1ccc(-c2[nH]c3ccccc3c2-c2ccc(OC)cc2)cc1	75	112	84	30	24	17	37	43	40
COc1ccc(CCNC(=O)C(=O)C(Cc2ccccc2)NC(=O)/C=C/c2ccc(O)c(O)c2)cc1 (stereo not drawn)	106	101	97	101	98	102	106	103	94
COc1ccc(-c2nc(SCCCCCC(=O)NO)[nH]c(=O)c2C#N)cc1OC	114	107	99	103	103	104	113	118	106
COc1ccccc1/C=N/NC(=O)O	96	93	91	93	115	101	94	97	105
COC(c1ccccc1)C(Br)C(=O)c1ccccc1 (stereo not drawn)	.	93	96	106	88	114	125	127	91
Nc1c(C(=O)Nc2cccc(Cl)c2)oc2ncccc12	105	94	94	110	101	94	102	100	99
Cc1cc(=O)[nH]c(=S)[nH]1	113&113	92&114	114&103	110&104	113&94	112&98	103&103	102&113	102&98
CN1C(=S)N(C)C2C1NN=C1SC(c3ccccc3)=CC(=O)N12 (stereo not drawn)	111	84	104	103	99	98	105	103	89
O=C(CC(c1ccccc1)N1CCCCC1)c1ccccc1 (stereo not drawn)	108	99	97	103	58	86	97	107	84
COc1ccc(-c2n[nH]nc2-c2cc(OC)c(OC)c(OC)c2)cc1	-18*	63	.	4.4*	6.3*	0.1*	20	2.7*	26
CC1=NN(c2cccc(Cl)c2)C(=O)/C1=C\c1cccn1Cc1ccccc1	109	95	98	103	82	99	97	104	100
Cc1nc(N=C(N)N)nc2ccc3ccccc3c12	-16*	26	-4.0*	1.6*	5.6*	-9.2*	9.7*	-44*	72
COc1cc(/C=C/C(=O)c2c(C)n([O-])c3cc(C)c(C)cc3[n+]2=O)cc(OC)c1OC	70	83	68	71	43	70	50	35	52
OCC=C1CCCCCC1	107	100	88	100	104	104	105	104	99
C[C@]12CCC(=O)C=C1CC[C@@H]1[C@@H]2[C@@H](O)C[C@@]2(C)[C@H]1CC[C@@]21OCC1=O	102	109	108	108	106	114	99	103	106
CC(C)CN1CCN(CCCOC(=O)Nc2cccc3ccccc23)CC1C (stereo not drawn)	88	106	92	106	101	114	100	111	114
O=[N+]([O-])c1ccc(NC(c2ccccc2)c2ccc3cccnc3c2O)cc1 (stereo not drawn)	30	17	30	26	28	28	24	-16*	32
COC(=O)[C@H](Cc1cn(C)cn1)NC(=O)[C@H](CC(C)C)NC(=O)Nc1cc(C(F)(F)F)cc(C(F)(F)F)c1	-84*[100 µM]	-55*[100 µM]	-98*[100 µM]	-90*[100 µM]	-98*[100 µM]	-95*[100 µM]	-44*[100 µM]	-60*[100 µM]	-97*[100 µM]
C[C@H](NC(=O)OC(C)(C)C)c1ncc[nH]1	114	109	103	107	103	106	110	115	103
Cc1ccc(/C=C2\SC(=S)NC2=O)s1	120	88	121	.	96	114	107	107	105
COc1ccc(/C=N/NC(=O)CN2C(=O)NC3NC(=O)NC32)cc1 (stereo not drawn)	127	101	106	105	101	104	100	105	101
COc1ccc(CCNc2nc3c(c(=O)n(Cc4ccc(Cl)cc4)c(=O)n3C)n2C)cc1OC	109	87	95	102	99	101	97	100	99
CCOc1ccc(/C=N/Nc2nc3ccccc3s2)cc1OCC	83	66	52	96	69	91	88	67	92
COc1cc(C2CC(=O)NC3=NC(=O)N(c4ccccc4)C32)cc(OC)c1OC (stereo not drawn)	104	95	105	79	101	106	108	108	104
Cc1nnc(/N=C2\NC(=O)/C(=C/c3cccnc3)S2)s1	115	103	104	111	101	100	106	114	101
Cn1c(=O)ccc2c(=O)c3c(ccc4ccccc43)oc21	105	105	94	99	103	103	105	95	95
Cc1ccc2c(n1)C[C@H](C#N)CC[C@@H]2C	123	102	94	105	96	107	79	94	102
(listing goes on)
SMILES	COLO 205	NCI-H226	NCI-H322M	HT29	HCT-116	KM12	SW-620	NCI-H460	HCT-15
Cc1ccc(-c2nc(SCC(=O)Nc3nc(-c4ccc(Cl)cc4)cs3)[nH]c(=O)c2C#N)cc1	117	89	101	96	92	96	107	105	90
C[n+]1ccc2[nH]c3ccccc3c2c1	111	95	85	101	93	97	92	100	100
O=C1CC(n2[nH]c(=O)ccc2=O)C2CO[C@@H]1O2 (stereo partly drawn)	106	98	105	101	79	104	101	103	91
CCOC(=O)C(Br)C(Br)c1cccc([N+](=O)[O-])c1 (stereo not drawn)	91	92	89	85	69	103	55	101	60
C#Cc1cccc(NC(=O)Nc2ccccc2NC(=O)CCl)c1	-49*[8.25 µM]	-56*[8.25 µM]	91[8.25 µM]	-16*[8.25 µM]	0.4*[8.25 µM]	-38*[8.25 µM]	-5.8*[8.25 µM]	-24*[8.25 µM]	-20*[8.25 µM]
CCCCCCCOc1c(OC)cc(C2CC(=O)Nc3c2c(C)nn3-c2nc3ccccc3[nH]2)cc1OC (stereo not drawn)	3.2*	-39*	2.1*	-2.4*	4.4*	1.1*	3.0*	-27*	0.5*
S=P(Oc1cc(Cl)c(Cl)cc1Cl)(N1CCN(c2cccc(Cl)c2)CC1)N1CCN(c2cccc(Cl)c2)CC1	107	101	98	108	100	103	103	106	101
C=C(C)[C@@H]1CC=C2c3sc(-c4ccccc4)nc3C[C@@H](C)[C@]2(C)C1	109	86	104	102	97	102	99	111	102
CN(CCC#N)C(=O)Nc1ccccc1	112	106	107	95	109	104	103	112	104

Among those listed so far, twelve contain an NH in an aromatic ring.
SMILES	COLO 205	NCI-H226	NCI-H322M	HT29	HCT-116	KM12	SW-620	NCI-H460	HCT-15
N#Cc1c(-c2cccc(O)c2O)cc(-c2ccc3ccccc3c2)[nH]c1=O	84	68	73	98	35	20	.	42	53
CCO/C=C(\Sc1nc(-c2ccc(Cl)cc2Cl)c(C#N)c(=O)[nH]1)C(=O)c1ccc(Br)cc1	.	95	102	85	91	99	110	101	95
CCCn1c(=O)[nH]c(N)c(C(c2cccc(OC)c2)c2c(N)[nH]c(=O)n(CCC)c2=O)c1=O	108	115	97	105	92	98	93	101	93
COc1ccc(-c2[nH]c3ccccc3c2-c2ccc(OC)cc2)cc1	75	112	84	30	24	17	37	43	40
COc1ccc(-c2nc(SCCCCCC(=O)NO)[nH]c(=O)c2C#N)cc1OC	114	107	99	103	103	104	113	118	106
Cc1cc(=O)[nH]c(=S)[nH]1	113&113	92&114	114&103	110&104	113&94	112&98	103&103	102&113	102&98
COc1ccc(-c2n[nH]nc2-c2cc(OC)c(OC)c(OC)c2)cc1	-18*	63	.	4.4*	6.3*	0.1*	20	2.7*	26
C[C@H](NC(=O)OC(C)(C)C)c1ncc[nH]1	114	109	103	107	103	106	110	115	103
Cc1ccc(-c2nc(SCC(=O)Nc3nc(-c4ccc(Cl)cc4)cs3)[nH]c(=O)c2C#N)cc1	117	89	101	96	92	96	107	105	90
C[n+]1ccc2[nH]c3ccccc3c2c1	111	95	85	101	93	97	92	100	100
O=C1CC(n2[nH]c(=O)ccc2=O)C2CO[C@@H]1O2 (stereo partly drawn)	106	98	105	101	79	104	101	103	91
CCCCCCCOc1c(OC)cc(C2CC(=O)Nc3c2c(C)nn3-c2nc3ccccc3[nH]2)cc1OC (stereo not drawn)	3.2*	-39*	2.1*	-2.4*	4.4*	1.1*	3.0*	-27*	0.5*
